PAX8 reporter = inhibitors of PAX8 transcriptional activity in RMG-I cells | AID 652154 | RMG-I TPO-luciferase reporter, SteadyGlo, 24 h | inhibition, % at 12.6 µM | 1.2% of 360,000 active;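 active = mean replicate inhibition at least 60% with every replicate also reaching 60%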;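 note: luciferase light reporting Pax8 driven TPO promoter activity; plate controls were median of neutral control wells for no effect and mitoxantrone controls for full effect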
EWS-Fli block = blocks EWS/Fli oncoprotein-driven transcription. A673 NR0B1-luciferase reporter, viability-normalised. inhibition, % at 12.6 µM. AID 651661. 0.67% of 350,000 active;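 active = mean inhibition of at least 50% after viability correction, with every replicate also passing that limit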;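 note: firefly luciferase signal divided by Alamar Blue viability fluorescence both relative to DMSO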
miR122 inh = blocks miR-122 activity in Huh7 sensor cells; Huh7 miR-122 Renilla luciferase sensor, 48 h; neutral wells = 0, positive control = 100; activation (reporter increase), % at 12.5 µM; 0.3% of 340,000 active; AID 602342;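 active = mean replicate activation score at least 90 and every replicate individually at or above 90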;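 note: higher luciferase means less miR-122 activity so hits act as miR-122 inhibitors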
Cneo AK release = Cryptococcus neoformans lysis via adenylate kinase release; C. neoformans lysis, adenylate kinase release luminescence, 4 h; normalised: neutral wells 0, clomiphene wells 100; lysis activity, % at 15 µM; 0.2% of 360,000 active;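 active = mean lysis activity across replicates of at least 80%, whatever share of replicates individually reach that level; inactive = mean lysis activity below 80%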
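read-out = cell lysis signal | test system = log-phase Cryptococcus neoformans yeast cells | input = cells at 5 × 10^6 per mL | medium = fresh YPD growth medium | signal = luminescent adenylate kinase detection reagent | timing = 4 h at 37 °C static, read 1 h later | dosing = single dose | controls = Clomiphene as positive lysis control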
CASP6 VEID inh = blocks human caspase-6 cleavage activity | purified caspase-6, Z-VEID-R110 cleavage fluorescence | inhibition, % at 12.5 µM | 0.53% of 350,000 active;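 active = mean inhibition across replicates at least about 35%, with every replicate also reaching that limit, limit read from the data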;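 note: 0% = median of neutral control wells and 100% = no fluorescence left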
Target sequence (P55212 24-179 limits assumed): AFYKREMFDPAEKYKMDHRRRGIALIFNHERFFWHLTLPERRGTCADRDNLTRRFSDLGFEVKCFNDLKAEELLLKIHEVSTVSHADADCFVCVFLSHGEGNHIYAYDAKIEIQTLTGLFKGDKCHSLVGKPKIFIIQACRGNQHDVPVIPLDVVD
Target sequence (P55212 194-293 limits assumed): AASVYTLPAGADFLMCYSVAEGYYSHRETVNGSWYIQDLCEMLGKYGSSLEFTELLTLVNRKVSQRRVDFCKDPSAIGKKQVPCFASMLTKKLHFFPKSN
PGC1a acetyl inh = lowers PGC1a acetylation signal in U2OS cells. 0.17% of 350,000 active. inhibition, % at 15.6 µM. AlphaScreen anti-acetyl-lysine; with virally co-expressed GCN5 acetyltransferase;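 active = every replicate shows inhibition of at least 40%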;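 note: 0% = neutral control wells and 100% = positive control wells; some results beyond the cut were filed as inactive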
FN deposition inh = fibronectin deposition inhibition; AH1F fibroblasts, Alexa488-fibronectin deposition fluorescence, overnight; inhibition, % at 12.6 µM; 0.086% of 350,000 active;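 active = mean inhibition across replicates of 30% or more, regardless of how many single replicates reach that level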;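 note: positive control wells lacked labelled fibronectin entirely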
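Material: AH1F fibroblast monolayer depositing Alexa488-labelled fibronectin into matrix | Input: 10000 AH1F cells/well | Medium: DMEM plus 2% serum, read in PBS | Reagent: Alexa488-fibronectin, 24 nM final in well | Compound dosing: One dose per compound, pinned | Schedule: 1 h adhesion, overnight exposure | Measured by: Fluorescence at 485 nm excitation, 525 nm emission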
LGR2 antag = inhibitors of bursicon-induced Drosophila LGR2 receptor cAMP signaling | HEK293 LGR2, CRE-luciferase, bursicon-stimulated, 4 h | inhibition, % at 9.99 µM | 0.35% of 380,000 active | AID 720647;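 active = drop in luminescence signal, shown as inhibition above about 50% in the replicate tests, limit read from the data, passing the limit was not always enough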;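 note: agonist challenge used bursicon conditioned medium at about half maximal strength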
An asterisk follows results filed as active; x = no result given; [ ] = remark or other dose.

SMILES	PAX8 reporter	EWS-Fli block	miR122 inh	Cneo AK release	CASP6 VEID inh	PGC1a acetyl inh	FN deposition inh	LGR2 antag
C[C@@H]1CN([C@@H](C)CO)C(=O)CCCn2cc(nn2)CO[C@@H]1CN(C)S(=O)(=O)c1ccc(C#N)cc1	-5	5	-2[16.7 µM]	3	4	0	-19	6
COCCNC(=O)C(Cc1c[nH]c2ccccc12)NC(=O)OCc1ccccc1 (centres undefined)	23	11	-5	0	0	-3	-4	17
COc1ccc(NC(=O)Cn2nc(Cc3cccnc3)c3ccccc3c2=O)cc1OC	8	6	-4	-1	-2	30	0	15
O=C(CC1C(=O)NCCN1C(=O)Nc1ccc(F)cc1F)Nc1ccc(F)cc1 (centres undefined)	-1	16	x	x	0	0	5	-4
O=C(Nc1cccc(C(F)(F)F)c1)c1cccnc1NCCO	8	16	8	-2	0	-2	-16	-2
CC(C)c1ccccc1NC(=S)N(C)C	18	-8	-5	3	-3	-3	-7	-2
O=C1CCC/C(=N/NC(=O)c2ccc(NS(=O)(=O)c3cccs3)cc2)C1	-15	6	7	4	4	-2	-7	11
CO[C@H]1CN(C)C(=O)c2ccc(NC(C)=O)cc2OC[C@H](C)N(CCc2ccccc2)C[C@H]1C	x	14	1[16.7 µM]	1	x	2	15	-12
O=C(CSC1=NS(=O)(=O)c2ccccc2N1)Nc1nccs1	-14	-2	-1	0	1	x	12	1
CCc1noc(C)c1C(=O)N1CCN(S(=O)(=O)c2cccc(C(F)(F)F)c2)CC1	-4	-2	1	0	-90	1	0	-5
CCC(=O)Nc1ccc2c(c1)C(=O)N(C)C[C@@H](OC)[C@@H](C)CN(C(=O)C1CC1)[C@H](C)CO2	-1	-8	x	4	1	0	1	12
O=C(/C=C(\O)c1ccccc1)C(=O)NNC(=O)c1ccccc1	-33	5	-9	6	0	-1	2	-17
Cc1nc(NC(=S)NC(=O)c2cncc(Br)c2)ccc1Br	-2	4	-2	1	0	15	8	-44
COCC(=O)N(Cc1nc2ccccc2c(=O)[nH]1)Cc1cccs1	-6	x	2	0	x	3	0	x
CN1c2ccc(Br)cc2[C@H]2[C@H](CCN2C(=O)C2CCCC2)[C@@H]1CO	x	-7	x	x	-3	-4	0	8
Cc1ccccc1-n1ncc(C(C)NS(=O)(=O)c2sccc2C)c1C (centres undefined)	x	8	-2	-2	-1	2	-1	-15
C[C@H]1CN([C@@H](C)CO)C(=O)c2cccc(NS(=O)(=O)c3cn(C)cn3)c2O[C@H]1CN(C)Cc1ccc(C(F)(F)F)cc1	2	-2	11[16.7 µM]	1	1	-2	x	-7
CCOc1ccc(C2C(C(=O)Nc3ccc(F)cc3)=C(C)Nc3nc(CCCO)nn32)cc1 (centres undefined)	-5	-3	-2	-2	0	x	2	11
CCOc1ccc(S(=O)(=O)NC(C)(C)C)cc1-c1nc2c(C(C)(C)C)nn(C)c2c(=O)[nH]1	x	12	15	4	6	-10	x	-2
O=C(Nc1ccccc1)c1ccccc1OS(=O)(=O)c1ccccc1	-21	-7	4	-4	-1	-1	-2	5
Cc1ccc(C)c(CNS(=O)(=O)c2c(C(=O)N3CCCC3)c(C)n(C)c2C)c1	-10	x	2	0	0	0	6	-12
CSc1nsc(SCC(=O)Nc2ccc(Br)cn2)n1	x	x	10	5	x	43	x	-12
COc1ccc(-c2ccc([C@H]3[C@@H](C#N)N(C(=O)C4CC4)[C@@H]3CO)cc2)cc1	-65	-32	x	1	-5	-14	7	18
Cc1ccccc1CCN(CC(=O)NCc1ccc(F)cc1)C(=O)c1csnn1	19	5	x	0	-4	x	4	10
C/C=C/c1ccccc1[C@@H]1[C@@H](C#N)N(C(C)=O)[C@@H]1CO	x	2	x	x	1	4	-4	20
COc1ccc(C2/C(=C(/O)c3ccccc3)C(=O)C(=O)N2c2ncccn2)cc1OC (centres undefined)	10	x	x	1	x	x	2	7
COCCC(=O)N1CCC(Oc2ccc(C(=O)N3CCCCCC3)cc2)CC1	-12	-6	-1	-1	-8	0	-5	-14
Cc1ccc(CCC(=O)Nc2ccc(CC(=O)O)cc2)o1	12	0	-4	-1	4	3	3	-6
CC(=O)N(C)C[C@@H]1Oc2ncc(C#Cc3cccnc3)cc2C(=O)N([C@@H](C)CO)C[C@@H]1C	x	4	x	x	2	x	-7	11
O=C(c1ccco1)N1N=C(c2cccs2)CC1c1ccco1 (centres undefined)	-1	13	9	x	3	8	x	-3

Next part, overlapping the part above by two compounds.
| canonical_smiles | PAX8 reporter | EWS-Fli block | miR122 inh | Cneo AK release | CASP6 VEID inh | PGC1a acetyl inh | FN deposition inh | LGR2 antag |
| --- | --- | --- | --- | --- | --- | --- | --- | --- |
| CC(=O)N(C)C[C@@H]1Oc2ncc(C#Cc3cccnc3)cc2C(=O)N([C@@H](C)CO)C[C@@H]1C | x | 4 | x | x | 2 | x | -7 | 11 |
| O=C(c1ccco1)N1N=C(c2cccs2)CC1c1ccco1 (centres undefined) | -1 | 13 | 9 | x | 3 | 8 | x | -3 |
| COc1ccc(-c2csc(C3=C(O)CN(Cc4ccc(Cl)cc4)C3=N)n2)cc1OC | x | 11 | x | 1 | -1 | -8 | x | -18 |
| COc1cccc(CSc2nnc(-c3ccco3)n2C)c1 | x | x | 7 | -1 | x | -10 | 4 | x |
| Cc1ccc(NC(=O)CSc2nnc(Cc3cccn3C)n2-c2ccc(F)cc2)cc1 | -19 | -2 | -4 | -1 | -1 | 3 | -20 | -6 |
| CS(=O)(=O)N1CCN(c2nnc(-c3ccccc3)c3ccccc23)CC1 | 3 | x | -7 | 1 | x | -6 | x | x |
| O=C(NCC(=O)N1CCCCCCC1)c1ccc(Cl)c(Cl)c1 | -30 | -23 | 2 | 0 | -191 | x | 8 | -13 |
| Cc1cccc(C)c1Nc1n[nH]c(=S)s1 | 11 | 6 | -31 | 0 | 0 | x | 6 | 6 |
| O=C(COC(=O)/C=C/c1ccccc1Cl)NCCNC(=O)COC(=O)/C=C/c1ccccc1Cl | 21 | 8 | -5 | 1 | 0 | 3 | x | -2 |
| Cc1ccccc1-c1cnc2c(c1)C(=O)N([C@H](C)CO)C[C@H](C)[C@@H](CN(C)C(=O)c1cccnc1)O2 | x | -12 | -4[16.7 µM] | -4 | -1 | -8 | x | 17 |
| CC[C@H](C)C(N)c1cn([C@@H](CC(N)=O)C(=O)N2CCNCC2)nn1 (some centres undefined) | -19 | -3 | x | 2 | -6 | x | -3 | x |
| O=C(/C=C/c1cccs1)N1CCN(Cc2ccc3c(c2)OCO3)CC1 | 4 | -4 | x | x | 0 | x | 8 | 1 |
| O=C(Nc1ccc(F)cc1)C(c1ccncc1)N1CCN(c2cccc(C(F)(F)F)n2)CC1 (centres undefined) | 7 | 7 | x | x | -1 | x | -2 | -22 |
| CCN1CCCC1CNS(=O)(=O)c1cccc(C(F)(F)F)c1 (centres undefined) | -16 | 4 | x | x | -2 | -3 | -17 | -8 |
| C[C@H](CO)N1C[C@H](C)[C@H](CN(C)C(=O)Nc2cccc3ccccc23)Oc2ccc(NS(=O)(=O)c3cccs3)cc2C1=O | x | 10 | 6[16.7 µM] | -2 | 1 | 11 | -1 | 5 |
| COC(=O)c1nnn(-c2nonc2N)c1CN1CCCC1 | 0 | 2 | -5 | 0 | -2 | 6 | 3 | -4 |
| C[C@@H]1CN([C@H](C)CO)C(=O)c2cc(NC(=O)c3ccncc3)ccc2O[C@@H](C)CCCCO[C@@H]1CN(C)S(=O)(=O)c1cccs1 | -1 | -6 | 7[16.7 µM] | -7 | -1 | 13 | -13 | -16 |
| Cc1cccc(NC(=O)CSCC(=O)N2CCCc3ccccc32)c1 | 4 | 4 | x | -1 | 2 | x | -1 | -4 |
| FC(F)(F)c1cnc(Sc2nc3nccc(-c4ccc(Cl)cc4)n3n2)c(Cl)c1 | x | x | 2 | 6 | x | 11 | 0 | 18 |
| Cc1cccc(C(=O)O/N=C2\CCCc3ccccc32)c1 | x | x | 3 | x | 1 | -4 | x | -39 |
| Cc1cc(C)n(CC(=O)O)n1 | -1 | x | -8 | 0 | x | 7 | 1 | x |

Quoted at random: four records from the list, in no set order.
| canonical_smiles | PAX8 reporter | EWS-Fli block | miR122 inh | Cneo AK release | CASP6 VEID inh | PGC1a acetyl inh | FN deposition inh | LGR2 antag |
| --- | --- | --- | --- | --- | --- | --- | --- | --- |
| CC[C@H](C)C(N)c1cn([C@@H](CC(N)=O)C(=O)N2CCNCC2)nn1 (some centres undefined) | -19 | -3 | x | 2 | -6 | x | -3 | x |
| COc1ccc(-c2csc(C3=C(O)CN(Cc4ccc(Cl)cc4)C3=N)n2)cc1OC | x | 11 | x | 1 | -1 | -8 | x | -18 |
| C[C@H](CO)N1C[C@H](C)[C@H](CN(C)C(=O)Nc2cccc3ccccc23)Oc2ccc(NS(=O)(=O)c3cccs3)cc2C1=O | x | 10 | 6[16.7 µM] | -2 | 1 | 11 | -1 | 5 |
| O=C(NCC(=O)N1CCCCCCC1)c1ccc(Cl)c(Cl)c1 | -30 | -23 | 2 | 0 | -191 | x | 8 | -13 |

Look-ups from above:
For PGC1a acetyl inh, `CCN1CCCC1CNS(=O)(=O)c1cccc(C(F)(F)F)c1` (centres undefined) is entered as -3
For Cneo AK release, `COc1cccc(CSc2nnc(-c3ccco3)n2C)c1` is entered as -1
For EWS-Fli block, `Cc1ccc(NC(=O)CSc2nnc(Cc3cccn3C)n2-c2ccc(F)cc2)cc1` is entered as -2
For miR122 inh, `O=C(NCC(=O)N1CCCCCCC1)c1ccc(Cl)c(Cl)c1` is entered as 2
For LGR2 antag, `C[C@@H]1CN([C@H](C)CO)C(=O)c2cc(NC(=O)c3ccncc3)ccc2O[C@@H](C)CCCCO[C@@H]1CN(C)S(=O)(=O)c1cccs1` is entered as -16
For miR122 inh, `CS(=O)(=O)N1CCN(c2nnc(-c3ccccc3)c3ccccc23)CC1` is entered as -7

Entries shown so far with a COOH group (two):
| canonical_smiles | PAX8 reporter | EWS-Fli block | miR122 inh | Cneo AK release | CASP6 VEID inh | PGC1a acetyl inh | FN deposition inh | LGR2 antag |
| --- | --- | --- | --- | --- | --- | --- | --- | --- |
| Cc1ccc(CCC(=O)Nc2ccc(CC(=O)O)cc2)o1 | 12 | 0 | -4 | -1 | 4 | 3 | 3 | -6 |
| Cc1cc(C)n(CC(=O)O)n1 | -1 | x | -8 | 0 | x | 7 | 1 | x |

Assay outcomes: PubChem BioAssay, Broad Institute
